Assay outcomes: PubChem BioAssay, National Center for Advancing Translational Sciences (NCATS)
IP6K1 inhibitor: Primary qHTS assay for small molecule inhibitors of Inositol hexaphosphate kinase 1 (IP6K1). IP6K1 kinase, ADP-Glo luminescence, 2 h; hits give low values. activity change, % (series mostly up to about 58 µM). hit rate 0.81% among 140,000; in the data active = activity change below about -25%
Target sequence (Q92551 whole entry, looked up): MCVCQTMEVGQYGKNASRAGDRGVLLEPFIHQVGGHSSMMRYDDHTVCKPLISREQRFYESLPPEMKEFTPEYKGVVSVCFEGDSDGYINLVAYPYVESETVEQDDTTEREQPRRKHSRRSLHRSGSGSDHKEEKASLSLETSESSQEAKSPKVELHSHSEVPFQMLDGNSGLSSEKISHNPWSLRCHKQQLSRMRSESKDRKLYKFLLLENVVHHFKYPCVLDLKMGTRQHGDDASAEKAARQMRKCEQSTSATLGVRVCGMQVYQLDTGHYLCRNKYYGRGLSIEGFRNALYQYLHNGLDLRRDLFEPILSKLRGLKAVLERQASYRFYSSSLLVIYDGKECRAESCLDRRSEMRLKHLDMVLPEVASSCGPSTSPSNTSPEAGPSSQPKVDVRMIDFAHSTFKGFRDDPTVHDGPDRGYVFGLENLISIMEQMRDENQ
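ADP-Glo luminescence measures ADP made by human IP6K1 during a 2 h RT reaction with ATP/IP6 (mix at 1.3 mM/130 uM); top library doses 57.5 and 19.1 uM final.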
HEK cytotox: Cytotoxic Profiling in HEK 293 Cell Line of Diverse Libraries Using Quantitative High-Throughput Screening. HEK 293 viability, ATP luminescence (CellTiter-Glo), 48-72 h. Potency, µM (top dose mostly 115 µM), for inactives: at the top dose activity change, negative = cytotoxicity, most hits filed as inhibitors. hit rate 6.6% among 94,000; note: potency is the fitted concentration of half-maximal effect; nearly all actives have a fitted effect of over 60% in size
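250 HEK 293 cells/well; compound by pintool; incubated 48 or 72 hr at 37 degree Celsius; CellTiter-Glo added, 10 min RT, luminescence imaged.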
GPT2 inh: Primary qHTS assay for inhibitors of Glutamate pyruvate transaminase 2 (GPT2) | Recombinant GPT2, coupled pyruvate oxidase/HRP Amplex Red fluorescence | Potency, µM (highest dose often 57.7 µM), inactives show at the highest dose activity change, negative = inhibition, most hits filed as inhibitors | hit rate 0.25% among 100,000 | AID 1671188, 2021; note: potency is the fitted concentration of half-maximal effect; nearly all actives have a fitted effect of over 60% in size; many of its hits are not listed in these tables
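GPT2 10ng/uL, a-KG 250uM, L-Ala 2mM, HEPES pH7.5 + 0.0001% Tween; 30 min RT. Then Amplex mix (PO/HRP/ThPP), 30 min RT dark, fluorescence. AOA 50uM used as positive control.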
3T3 cytotox: Cytotoxic Profiling in NIH 3T3 Cell Line of Diverse Libraries Using Quantitative High-Throughput Screening; NIH 3T3 viability, CellTiter-Glo ATP luminescence, 48-72 h; Potency, µM (titrated, usually from 96.7 µM), for inactives: at the highest dose activity change, negative = cytotoxicity, actives largely listed as inhibitors; hit rate 4.3% among 94,000; AID 1345082, 2018; note: potency is the fitted concentration of half-maximal effect; nearly all actives have a fitted effect of over 55% in size
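NIH 3T3 cells at 400 cells/well received 23 nL of compound by pintool and were incubated 48 or 72 h at 37 °C. Viability was read as ATP-coupled CellTiter-Glo luminescence.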
SNCA viab count: GF-AFC viability counterscreen for inhibitors of alpha-synuclein gene (SNCA) expression. HEK-293-SNCA-luc viability, GF-AFC fluorescence, 24 h. Potency, µM (series often up to 57.1 µM), for the others: top-dose activity change, negative = cytotoxicity, actives largely listed as cytotoxic. hit rate 0.12% among 150,000. AID 1671193, 2021;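 note: potency is the fitted concentration of half-maximal effect; 0% = DMSO-treated cells and -100% = medium-only wells without cells; nearly all actives have a fitted effect of over 30% in size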
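Cytotoxicity counterscreen: after 24 h compound treatment of genome-edited SNCA-luciferase HEK-293 cells, live-cell protease substrate GF-AFC read by fluorescence after 30 min; activity scaled between DMSO (0%) and medium-only (-100%), curves Hill-fitted.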
Luciferase inh: Firefly luciferase inhibition profiling of diverse chemical library using quantitative high-throughput screening. Luciferin 4-monooxygenase (Photinus pyralis), P08659. purified P. pyralis luciferase, luminescence, biochemical. Potency, µM (series often up to 115 µM), without a hit: top-dose activity change, negative = inhibition, hits mostly inhibitors. hit rate 2.5% among 76,000; note: potency is the fitted concentration of half-maximal effect; nearly all actives have a fitted effect of over 65% in size
Target sequence (P08659 whole entry, looked up): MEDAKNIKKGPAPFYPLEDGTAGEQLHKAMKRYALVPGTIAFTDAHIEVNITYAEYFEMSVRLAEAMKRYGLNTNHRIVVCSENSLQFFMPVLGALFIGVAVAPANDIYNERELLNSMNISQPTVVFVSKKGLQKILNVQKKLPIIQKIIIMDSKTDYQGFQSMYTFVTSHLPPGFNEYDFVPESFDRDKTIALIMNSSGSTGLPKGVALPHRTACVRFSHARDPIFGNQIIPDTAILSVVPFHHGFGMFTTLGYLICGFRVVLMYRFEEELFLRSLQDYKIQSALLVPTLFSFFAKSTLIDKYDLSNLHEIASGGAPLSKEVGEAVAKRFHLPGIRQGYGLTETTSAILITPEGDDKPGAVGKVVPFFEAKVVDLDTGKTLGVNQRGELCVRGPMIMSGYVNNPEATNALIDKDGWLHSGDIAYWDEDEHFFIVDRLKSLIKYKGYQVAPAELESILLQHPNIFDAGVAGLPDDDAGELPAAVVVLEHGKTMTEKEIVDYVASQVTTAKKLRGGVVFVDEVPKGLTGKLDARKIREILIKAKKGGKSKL
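Luminescence read by CCD imaging after purified firefly luciferase (10nM final) was added to substrate buffer holding 10uM D-luciferin and 10uM ATP, pH 7.5, pre-dosed with compound.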
SNCA expr inh: Primary qHTS assay for inhibitors of alpha-synuclein gene (SNCA) expression; HEK-293 SNCA-luciferase knock-in, luminescence, 24 h; Potency, µM (doses to about 57.2 µM), for the others: at the highest dose activity change, negative = inhibition, most hits filed as inhibitors; hit rate 0.17% among 140,000; AID 1671194, 2021;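 note: potency is the fitted concentration of half-maximal effect; plate controls were DMSO cells for no effect and cell-free wells for full effect; nearly all actives have a fitted effect of over 45% in size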
An asterisk follows results filed as active; i = inactive; ? = inconclusive; / = no result given; & = joins results of further samples; ! = not confirmed by another sample; [ ] = dose if it differs, or a comment. Unless noted, calls come from the whole dose curve; as a rule, active = well fitted curve in the direction sought with a large enough effect; inconclusive = small, poorly fitted or top-dose-only effect, or another doubt; inactive = no such curve, though single readings can be large; an effect the other way counts as inactive or inconclusive. Unless noted, % is set by controls: 0 for no effect and ±100 for the full control effect. A portion of the library. The share of hits here may be higher or lower than overall.

SMILES	IP6K1 inhibitor	HEK cytotox	GPT2 inh	3T3 cytotox	SNCA viab count	Luciferase inh	SNCA expr inh
COc1cc(/C=C(\C#N)C(=O)Nc2nnc(C(F)(F)F)s2)ccc1OCc1ccc(C(F)(F)F)cc1C(F)(F)F	/	/	1%	/	-7%	/	-5%
COc1ccc(CCNC(=O)c2c(C)noc2-c2cccs2)cc1OC	-4	-10%	0%	?	-12%	3%	-4%
CCc1noc(-c2cccn3c(CNC(=O)c4ccccc4C)nnc23)n1	4	-5%	-2%	-5%	-8%	0%	-18%
Cc1cc(C)cc(NC(=O)C2CCCN2S(=O)(=O)c2ccc3c(c2)CCCC(=O)N3)c1 (stereo not drawn)	-8	/	/	/	-10%	/	4%
COc1ccc(CN(C)C2CCc3nn(C)c(=O)n3CC2)cc1Cn1cccn1 (stereo not drawn)	-10	0%	-10%	-16%	-20%	-11%	-6%
Cn1ncc2c(C(=O)NCc3ccccc3F)cc(-c3ccc(C(F)(F)F)cc3)nc21	-12	?	/	-35%	/	/	/
O=C(NCC1Cn2cccc2C(=O)N1Cc1ccccc1)Nc1ccccc1F (stereo not drawn)	-12	?	?	-38%	-6%	-7%	2%
CN(c1ccccc1)c1cc(=O)c2ccnc(-c3ccncc3)c2o1	-23	-18%[172 µM]	-10%[88.5 µM]	25µM*	2%[87.6 µM]	4%[172 µM]	26%[87.6 µM]
COc1cc(Cl)ccc1C(=O)N[C@@H]1C[C@H]2C(=O)N(C)CC(=O)N2C1	-4	-6%	-1%	-1%	3%	8%	1%
Cc1noc(C)c1[S+](=O)([O-])N1CCCC2(C1)C(=NC1CCCC1)NC(=O)N2c1cc(F)cc(F)c1 (stereo not drawn)	16	?	-16%	-16%	2%	-5%	2%
CCCc1nn2c(=O)cc(COC(=O)c3cccc(NC(=O)COc4ccccc4C)c3)nc2s1	-11	/	/	/	-1%	/	109%[activator]
CCOc1ccc(NC(=O)CSc2cn(CCNC(=O)c3ccccc3F)c3ccccc23)cc1	0	/	/	/	9%	/	14%
O=C(Nc1cccc(F)c1)Nc1ccnn1C1CCN(C(=O)C2CCC2)CC1	-32*	-12%	-1%[11.5 µM]	-24%	4%	-4%	19%
O=C(NC[C@H]1OC[C@@H](NCc2ccccn2)[C@@H]1O)Nc1ccccc1	13	0%[172 µM]	-16%[88.5 µM]	-5%[174 µM]	-2%[87.6 µM]	-6%[172 µM]	11%[87.6 µM]
CCCOc1ccccc1C1Oc2nc(SC)nnc2-c2ccccc2N1C(C)=O (stereo not drawn)	18	/	/	/	5%	/	-5%
CC1CCN(c2ncnc3c2CN(c2ccccc2)C(=O)N(C)C3)C1 (stereo not drawn)	-8	-22%[172 µM]	i	-22%[138 µM]	-3%[87.6 µM]	2%[172 µM]	34%[activator][87.6 µM]
COCC(=O)N1CCC(C(=O)N2CCC(c3nc4ncccc4[nH]3)CC2)C1 (stereo not drawn)	-8	2%	i	1%	8%	/	27%
O=C(c1ccc(Cl)cc1)N1CC2(Cc3ccccc3NC2=O)C1	-2	?	0%	?	-11%	/	0%
COc1ccc(-c2cc(N3CCC(NC(=O)Cc4ccccc4C)CC3)n[nH]2)cc1	5	?	i	?	-15%	7%	-4%
CCN(CC)C(=O)c1coc(COc2ccc3c(c2)C(c2ccc(C)cc2)N(C(=O)C2CC2)CC3)n1 (stereo not drawn)	10	10µM*	-8%	?	-5%	4%	-16%

The last three entries of the part above come first, to join the parts.
SMILES	IP6K1 inhibitor	HEK cytotox	GPT2 inh	3T3 cytotox	SNCA viab count	Luciferase inh	SNCA expr inh
O=C(c1ccc(Cl)cc1)N1CC2(Cc3ccccc3NC2=O)C1	-2	?	0%	?	-11%	/	0%
COc1ccc(-c2cc(N3CCC(NC(=O)Cc4ccccc4C)CC3)n[nH]2)cc1	5	?	i	?	-15%	7%	-4%
CCN(CC)C(=O)c1coc(COc2ccc3c(c2)C(c2ccc(C)cc2)N(C(=O)C2CC2)CC3)n1 (stereo not drawn)	10	10µM*	-8%	?	-5%	4%	-16%
O=C(Nc1ccc2c(c1)OCCO2)N1CCC(Cc2nc(-c3ccncc3)n[nH]2)CC1	-15	-7%	i	-31%	-2%	79µM*	?
CCOc1ccc(C2Cn3nnc(-c4nc(-c5cccc(F)c5)no4)c3CO2)cc1 (stereo not drawn)	2	7%	i	i	-21%	?	19%
C=CCNC(=O)c1cccnc1N1CC2CC(C1)[C@H]1CCCC(=O)N1C2 (stereo partly drawn)	1	-16%	i	?	-2%	-2%	3%
CCn1ccc(C(=O)N2CC(c3nnc(-c4ccc(C)cc4)o3)C3(CCOCC3)C2)n1 (stereo not drawn)	1	-4%	-15%	-11%	-19%	-1%	5%
CCC[C@H]1CN(S(C)(=O)=O)C[C@@H]1NC(=O)CCc1cc(=O)[nH]o1	4	-6%	i	i	5%	10%	-17%
Cc1ccc2cc3cc(C(=O)Nc4ccc(F)cc4Cl)oc3nc2c1	-18	/	/	/	4%	/	27%
CN1CC(=O)N(C2CCNCC2)Cc2c1ncnc2N1CCCC(O)C1 (stereo not drawn)	-6	-5%	i	5%	4%	/	-13%
C=CCOc1cccc(-c2nc(C(=O)NCc3cccc(F)c3)cs2)c1	-12	?	?	?	4%	0%	-5%
Cn1ncc(C(=O)N2CCN(c3ccccc3)CC2)c1C1CCN(C(=O)OC(C)(C)C)CC1	2	/	/	/	3%	/	50%[activator]
Cc1ccc(Cn2c(C3CCN(C(=O)c4cc(Cl)ccc4F)CC3)n[nH]c2=O)cc1	-5	?	i	?	5%	0%	-31%
N#Cc1cccc(CN2CCCC(c3nc4ccc(F)cc4c(=O)[nH]3)C2)c1 (stereo not drawn)	6&-6	45µM*!	i	?	?	2%	?
CC(C)Nc1cccnc1N1CCN(C(=O)c2cc3cc(NS(C)(=O)=O)ccc3[nH]2)CC1	3	/	1%	/	-10%[23.9 µM]	/	-57%[25.6 µM]
O=C1NC(=NC2CCCC2)C2(CCCN([S+](=O)([O-])c3ccccc3)C2)N1c1cc(F)cc(F)c1 (stereo not drawn)	-6	-12%	i	?	-2%	/	25%
COc1ccc(CNC(=O)C[C@@H]2C[C@H]3O[C@H](CNCc4ccccc4Cl)[C@@H](O)[C@H]3O2)cc1	11	i	-14%	-5%	2%	-2%	?
Cc1ccc(C(=O)N2CCC3(CC2)N=C(c2cccc(Br)c2)NO3)cc1F	-20	?	i	?	-3%	-11%	-15%
O=C(Nc1ccccc1)N1CCC(C(=O)N2CCC(N3CCCC3=O)CC2)CC1	22	3%	i	-11%	11%	/	-11%
C[C@H]1CC[C@@]2(OC1)O[C@H]1CC3C4CC[C@H]5C[C@@H](O)[C@H](O)C[C@]5(C)C4=CC(=O)[C@]3(C)[C@H]1[C@@H]2C (stereo partly drawn)	-5	/	5%[27.3 µM]	/	-5%[23.9 µM]	/	/
O=C1c2cc(N3CCOCC3)nc(-c3ccccc3Oc3ccccc3)c2CN1C1COC1	0	?	-8%	?	-26%	-1%	-27%
COc1ccc(CC(=O)Nc2nnc3n2CCS3)cc1	12	/	/	/	0%	/	-5%
COc1cccc(CNC(=O)[C@@H]2C[C@@H](O)CN2C2CCN(C(=O)c3ccccc3)CC2)c1	-4	1%	-26%	-5%	11%	-4%	21%
CCCCNC(=O)c1ccc2c(=O)n(-c3ccccc3)c(=O)[nH]c2c1	1	/	/	/	12%	/	-11%
CCOc1ccccc1CN1CCC2(CCN(C(=O)C3CCCC3)CC2)Oc2ccccc21	2	35µM*	i	?	-1%	-10%	-8%
Cn1c(=O)oc2cc(S(=O)(=O)N3CCC(C(=O)N4CCN(c5cccc(Cl)c5)CC4)CC3)ccc21	-11	/	/	/	13%	/	-1%
CCCCOc1ccc(C(=O)Nc2onc3c2CCCC3)cc1	24	/	/	/	3%	/	-33%
O=C(CSc1nc2ccccc2nc1Cc1ccc(Cl)cc1)N1CCCCC1	0	/	/	/	?	/	?
COc1ccc(C)cc1Nc1nc2ccccc2c2nnc(C)n12	-11	/	/	/	1%	/	-1%
COc1ccc(OC)c(NC(=O)c2cc3c(s2)-c2ccccc2SC3)c1	-20	/	/	/	14%	/	105%[activator]
O=C1CCN(C(=O)c2ccccc2)CCCC(C(=O)NCCc2ccccc2)CCN1 (stereo not drawn)	2	i	i	i	5%	-4%	-15%
O=C(CC[C@H]1NC(=O)c2ccccc2NC1=O)NCCn1ccc2c(Cl)cccc21	12	-7%	i	-2%	1%	12%	2%
O=C(NCc1ccccc1Br)C1CCCN(C(=O)N2CCOc3ccccc32)C1 (stereo not drawn)	18	/	/	/	-3%	/	42%[activator]
Cc1cc(OCC(=O)N2CCC(c3nc4ccccc4s3)CC2)ccc1Cl	-21	/	/	/	9%	/	-21%
CN(C)CCNC(=O)c1ccc2c(c1)C1(CCCN(CC3CC3)C1)CN2C (stereo not drawn)	7	?	-7%[88.5 µM]	89µM*	-16%[87.6 µM]	-5%[172 µM]	11%[87.6 µM]
O=C(Cc1ccccc1)N1CCC2(CC1)CC(N(C(=O)c1ccccc1)C1CC1)CCO2 (stereo not drawn)	-6	?	3%	-17%	-9%	9%	0%
Cc1noc(C)c1S(=O)(=O)N1CCCC(Cn2c(C3CC3)nc3cccnc32)C1 (stereo not drawn)	3	-10%	i	-6%	2%	8%	-6%
Cc1cccc(OCC(=O)N2CCC(c3n[nH]c(=O)n3Cc3ccc(F)cc3)CC2)c1	-19	-11%	-10%	20µM*	0%	-3%	-14%
CCN1c2cc(C(=O)NCc3ccc(F)cc3Cl)ccc2C(=O)N2CCCCC21 (stereo not drawn)	-3	?	-8%	?	25%[12.5 µM]	-2%	?
O=C(NCc1ccnc2[nH]ccc12)c1ccncc1	9	1%[172 µM]	i	-14%[138 µM]	?	3%[172 µM]	-2%[87.6 µM]

An excerpt from above, limited to 3T3 cytotox, SNCA viab count and SNCA expr inh.
mol | 3T3 cytotox | SNCA viab count | SNCA expr inh
Cc1cc(OCC(=O)N2CCC(c3nc4ccccc4s3)CC2)ccc1Cl | / | 9% | -21%
CN(C)CCNC(=O)c1ccc2c(c1)C1(CCCN(CC3CC3)C1)CN2C (stereo not drawn) | 89µM* | -16%[87.6 µM] | 11%[87.6 µM]
O=C(Cc1ccccc1)N1CCC2(CC1)CC(N(C(=O)c1ccccc1)C1CC1)CCO2 (stereo not drawn) | -17% | -9% | 0%
Cc1noc(C)c1S(=O)(=O)N1CCCC(Cn2c(C3CC3)nc3cccnc32)C1 (stereo not drawn) | -6% | 2% | -6%
